Source: PubChem BioAssay (several laboratories)
NSD2 HMT inh: inhibitors of human histone methyltransferase NSD2; 0.54% of 310,000 active; NSD2 peptide methylation, AlphaScreen, 120 min; inhibition, % at 12.5 µM; O96028; in the data active = inhibition above about 50%
Target sequence (O96028 whole entry, looked up): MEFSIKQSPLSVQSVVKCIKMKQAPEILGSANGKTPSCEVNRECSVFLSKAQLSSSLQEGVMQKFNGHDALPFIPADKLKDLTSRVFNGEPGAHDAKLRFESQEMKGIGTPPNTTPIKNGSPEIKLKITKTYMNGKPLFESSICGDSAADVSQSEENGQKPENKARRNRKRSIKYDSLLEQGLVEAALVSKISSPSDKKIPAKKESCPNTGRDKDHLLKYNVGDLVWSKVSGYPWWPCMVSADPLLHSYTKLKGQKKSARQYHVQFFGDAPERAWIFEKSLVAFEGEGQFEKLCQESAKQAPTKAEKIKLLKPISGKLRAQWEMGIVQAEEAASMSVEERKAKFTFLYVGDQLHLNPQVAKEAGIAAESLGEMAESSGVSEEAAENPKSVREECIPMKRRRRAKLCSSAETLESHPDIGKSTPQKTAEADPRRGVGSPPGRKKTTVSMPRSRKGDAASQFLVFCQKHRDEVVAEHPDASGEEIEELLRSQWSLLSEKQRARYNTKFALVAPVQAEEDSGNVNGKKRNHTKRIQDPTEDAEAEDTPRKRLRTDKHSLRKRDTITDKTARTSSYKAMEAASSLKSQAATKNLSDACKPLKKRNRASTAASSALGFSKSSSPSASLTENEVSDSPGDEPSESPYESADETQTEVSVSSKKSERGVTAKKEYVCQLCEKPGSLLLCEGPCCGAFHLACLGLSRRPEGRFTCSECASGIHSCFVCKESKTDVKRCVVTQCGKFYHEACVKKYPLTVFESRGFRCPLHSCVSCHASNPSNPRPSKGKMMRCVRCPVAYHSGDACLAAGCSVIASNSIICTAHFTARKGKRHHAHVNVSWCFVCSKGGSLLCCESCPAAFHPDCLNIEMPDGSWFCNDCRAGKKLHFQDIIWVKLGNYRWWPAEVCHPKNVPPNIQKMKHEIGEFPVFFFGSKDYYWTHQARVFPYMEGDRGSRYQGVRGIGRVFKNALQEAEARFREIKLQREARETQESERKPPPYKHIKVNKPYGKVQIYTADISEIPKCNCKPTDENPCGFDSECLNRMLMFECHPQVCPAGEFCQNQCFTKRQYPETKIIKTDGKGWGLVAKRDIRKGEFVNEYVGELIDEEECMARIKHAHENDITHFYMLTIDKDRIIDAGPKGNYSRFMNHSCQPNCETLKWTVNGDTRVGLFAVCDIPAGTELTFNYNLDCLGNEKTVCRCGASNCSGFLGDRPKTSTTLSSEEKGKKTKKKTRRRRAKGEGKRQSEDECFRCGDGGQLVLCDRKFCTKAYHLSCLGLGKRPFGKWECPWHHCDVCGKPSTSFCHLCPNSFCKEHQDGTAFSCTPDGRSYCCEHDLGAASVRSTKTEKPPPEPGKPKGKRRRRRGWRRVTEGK
PKA-R1A act: activators of PKA-R1A complex | P00514+P68181 | PKA-R1A dissociation, Cy5-IP20 fluorescence polarization; scaled: DMSO 0%, 113 µM cGMP 100% | activation, % at 11.4 µM | 0.083% of 340,000 active | AID 504707;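 active = percent activation above the mean of all tested compounds plus 3 SD, cut at about 19% in these data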;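 note: higher means more PKAc released from R1A so a rise in polarization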
CDK5 p35 inh: blocks human CDK5/p35 kinase activity | Recombinant CDK5/p35, ADP-Glo luminescence, 60 min | inhibition, % at 10 µM | 0.01% of 330,000 active;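 active = highest replicate inhibition of at least 50% and at least 75% of replicates reaching 50%; inconclusive = only one of the two criteria met; inactive = both criteria failed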;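 note: plate controls were DMSO neutral control for no effect and GW8510 at 10 µM for full effect; many of its hits are not listed in these tables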
DSG3 Ab inh: inhibitors of pemphigus antibody binding to human desmoglein-3 | P32926 | DSG3-coupled beads, scFv-anti-DSG3-GFP binding, flow cytometry; stronger effect = lower value | binding (percent of control), % at 10 µM | 0.48% of 310,000 active | AID 588358;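 active = binding more than 3 SD below its plate's average and above zero; inconclusive = below that plate limit but binding exactly zero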;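 note: hits lower antibody fragment binding to DSG3; some compounds called inactive have numbers as strong as hits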
SR-BI uptake up: SR-BI HDL lipid transfer activation | CHO ldlA[mSR-BI] cells, DiI-HDL uptake fluorescence, 3 h; 100 = double the neutral-control signal | activation, % at 12.5 µM | 0.096% of 320,000 active;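 active = mean replicate activation of at least 60% and every replicate at or above 60%; inconclusive = mean or all-replicate condition met, but not both; inactive = mean below 60% and not all replicates reaching 60%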;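 note: 0% = median plate neutral-control signal and 100% = twice that signal; values of inactives mirror those of a sister screen read the other way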
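Test system: SR-BI-overexpressing, LDLR-lacking CHO cells. Measured by: DiI fluorescence, bottom read. Medium: Ham's F12 with 0.5% BSA, HEPES 25 mM, pH 7.4. Timing: 3 h uptake period with compound, 37 °C.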
dFosB act: activators of mouse delta FosB homodimer; P13346; purified delta FosB, TAMRA-CDK5 oligo fluorescence polarization; percent of positive-control signal above neutral wells; activation, % at 25 µM; 0.99% of 340,000 active; AID 493131;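 active = mean activation above about 17%, with every replicate also reaching it, limit read from the data, passing the limit was not always enough; inconclusive = only one of the two conditions met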;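 note: fluorescence polarization rise as delta FosB binds a TAMRA Cdk5 AP-1 oligo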
Arr AP2 block: inhibitors of human beta-arrestin and AP2 interaction | FITC-arrestin peptide / GST-AP2 beads, flow cytometry; AP2 beta2 appendage carries R879A mutation | 0.31% of 340,000 active | inhibition, % at 10 µM;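 active = inhibition above a set limit, near 3 SD of compounds lacking own fluorescence, cut at about 54% in these data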;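 note: plate controls were DMSO wells for no effect and 5 µM unlabelled arrestin peptide for full effect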
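Test system: GST-tagged AP2 beta2-adaptin appendage (R879A) on 4 µm glutathione beads; also added: fluorescein-tagged arrestin peptide at 50 nM final; timing: 12 min plus 1 h, RT; signal: flow cytometry, FL1 (488/535 nm); read-out: percent drop in bead-associated FITC signal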
SR-BI HDL uptake: blocks mouse SR-BI lipid uptake from DiI-HDL; Q61009; ldlA[mSR-BI] CHO cells, DiI-HDL uptake fluorescence, 3 h; inhibition, % at 12.5 µM; 0.96% of 320,000 active; AID 488896;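 active = mean replicate inhibition of at least 70% and a set share of replicates each scoring 70 or more; inconclusive = meets just one of the two criteria; inactive = fails both criteria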;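 note: 0% = median of neutral control wells and 100% = median of positive control wells; values of inactives mirror those of a sister screen read the other way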
Mot1-301 SUMO: SUMOylation pathway inhibition by Mot1-301 growth rescue. S. cerevisiae Mot1-301 growth rescue, ATP luminescence, 38.5C; percent above DMSO median, 100 means doubled. growth rescue, % at 18.8 µM. 1% of 320,000 active. AID 2716;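 active = every valid replicate shows activation above 250% relative to neutral control wells; inactive = the rest, any valid replicate at or below 250%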;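 note: OY570 slx delta 5 strain wells were the positive control but not used for scaling; some compounds called inactive have numbers as strong as hits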
PKA-R2B act: PKA-R2B complex activation; PKA-R2B holoenzyme dissociation, Cy5-IP20 fluorescence polarization; R2B truncated from residue 108, S112A mutant; 0% DMSO only, 100% 113 µM cGMP; activation, % at 11.4 µM; 0.079% of 340,000 active; AID 504700;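 active = activation above a cutoff set at the mean over all compounds plus 3 SD, cut at about 18% in these data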;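 note: higher means more holoenzyme dissociation and a rise in polarization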
MITF act: activators of MITF-driven TRPM1 promoter activity in SK-MEL-5 cells; 0.75% of 300,000 active; activation, % at 12.5 µM; SK-MEL-5 TRPM1-promoter luciferase, 24 h; % of positive control, neutral wells = 0;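 active = mean activation of at least 80% with every replicate also reaching 80%; inconclusive = mean reaches 80% but some replicate falls short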;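 note: 0% = neutral control wells and 100% = parthenolide positive control wells; values of inactives mirror those of a sister screen read the other way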
* hit, by the source's call; ? = inconclusive; · = no result given.

# | NSD2 HMT inh | PKA-R1A act | CDK5 p35 inh | DSG3 Ab inh | SR-BI uptake up | dFosB act | Arr AP2 block | SR-BI HDL uptake | Mot1-301 SUMO | PKA-R2B act | MITF act | Molecule
1 | -1 | 2 | -12 | 103 | 18 | -1 | 5 | -18 | -3 | 6 | -1 | CC(C)(C)n1nnnc1C(c1ccncc1)N1CCN(c2ccc(O)cc2)CC1 (configuration not stated)
2 | -10 | -15 | 0.4 | 107 | -14 | -5 | -3 | 14 | -8 | 7 | -2 | Cc1ccccc1OCC(=O)Nc1ccccc1N1CCOCC1
3 | 3 | -2 | -0.4 | 96 | -31 | -7 | 1 | 31 | 7 | 0 | -13 | COc1cc(OC)cc(C(=O)N[C@H](C(=O)NCCc2c[nH]c3ccccc23)C(C)C)c1
4 | -2 | 7 | 2.6 | 110 | -40 | -9 | 0 | 40 | -34 | 3 | ? | CC(=O)c1cc(F)ccc1OCC(=O)Nc1ccc2c(c1)OCO2
5 | 2 | -4 | -0.3 | 100 | -13 | 0 | -7 | 13 | -2 | -4 | 1 | COC(=O)c1cc(NC(=O)Cn2nc(C)n3cccc3c2=O)cc(C(=O)OC)c1
6 | 0 | 0 | 0.0 | · | -6 | -8 | 2 | 6 | · | 9 | 5 | CCOc1ccc(CN2CCNC(=O)C2CC(=O)NCCc2nc(C)c3c(n2)CCC3)cc1 (configuration not stated)
7 | -2 | -7 | 1.8 | 90* | -20 | -8 | 3 | 20 | 5 | -8 | 3 | CCOC(=O)C1(CCOc2ccccc2)CCN(CC(O)CO)CC1 (configuration not stated)
8 | 0 | 10 | 0.1 | 115 | -9 | 0 | -1 | 9 | 2 | -4 | 8 | CC(=O)OC(COC1C[C@@H]2CC[C@@]1(C)C2(C)C)C[N+]1(C)CCCCC1 (some centres not stated)
9 | · | -12 | 2.3 | 107 | -2 | 12 | 3 | 2 | 9 | -1 | -57 | CNC[C@H](CC1CCCCC1)NC[C@H](CO)NCCc1cccc(C(F)(F)F)c1
10 | 30 | -9 | 1.1 | 105 | -2 | -8 | -4 | 2 | 2 | -8 | 7 | Cc1ccc2cc(C(c3nnnn3CC3CCCO3)N3CCc4ccccc4C3)c(=O)[nH]c2c1 (configuration not stated)
11 | · | -3 | -0.5 | 103 | 14 | -2 | 8 | -14 | -15 | 2 | 1 | Cn1ccc(O)c(C#N)c1=O
12 | · | 3 | 0.2 | 99 | -7 | -1 | 16 | 7 | 3 | 8 | · | COC(=O)c1c(NC(=O)Cc2ccccc2)sc2c1CCN(C(C)C)C2
13 | · | 2 | 0.8 | 102 | -14 | -6 | 0 | 14 | -14 | 4 | -4 | CN(C)c1nc2c(c(=O)[nH]c(=O)n2C)n1Cc1ccc(F)cc1
14 | 4 | -3 | -1.3 | 98 | -19 | 8 | 0 | 19 | 69 | -8 | -6 | CCN(CC)c1ccc(N2C(=O)CSC2=S)cc1
15 | 3 | -5 | 0.7 | · | -23 | 33* | -4 | 23 | -3 | -3 | 1 | CCOC(=O)c1c(C)[nH]c(C)c1C(=O)CSc1nnc(-c2cc(OC)c(OC)c(OC)c2)o1
16 | 0 | -11 | 1.1 | 114 | -31 | -13 | 12 | 31 | -3 | 2 | 11 | O=C(Nc1cccc(NC(=O)c2cccs2)c1)c1ccc(Br)o1
17 | 3 | -4 | -1.7 | 106 | -4 | ? | -7 | 4 | 5 | -3 | -13 | O=C(CN1C(=O)/C(=C/c2ccccc2)SC1=S)NNC(=O)c1ccccc1O
18 | -2 | 2 | 1.1 | 108 | 8 | -3 | 29 | -8 | 10 | 7 | -3 | CC(=O)c1cccc(NC(=O)CCNC(=O)c2cccc(C)c2)c1
19 | -2 | 0 | 0.3 | 102 | -44 | 3 | 8 | 44 | 42 | 15 | -2 | COc1ccc(Nc2ncnc3sc(-c4ccccc4)cc23)cc1
20 | 1 | -6 | 0.3 | 95 | 6 | 2 | -9 | -6 | -13 | -6 | -9 | Cn1c(CNC(=O)CNC(=O)c2ccc(F)cc2)cc(=O)n(C)c1=O
21 | -2 | -10 | -1.5 | 98 | 7 | 3 | -13 | -7 | 0 | -2 | 3 | Cc1cc(C)n(C(=O)Cn2nc([N+](=O)[O-])c(Br)c2C)n1
22 | 5 | 4 | -4.7 | 109 | 21 | -6 | -12 | -21 | -21 | -6 | 0 | Cc1cc(S(=O)(=O)Nc2ccc(C(=O)N3CCN(c4ccccc4O)CC3)cc2)ccc1F
23 | 9 | 5 | -1.7 | 94 | -42 | 3 | 5 | 42 | -5 | 2 | 49 | CN(c1ccccc1)c1nc(N)c([N+](=O)[O-])c(N2CCCC2)n1
24 | 1 | -7 | -1.3 | 109 | 6 | 6 | 2 | -6 | 38 | -4 | 14 | Cc1ccccc1OCC(=O)N/N=C/C=C/c1ccccc1
25 | 1 | 1 | -0.1 | · | · | -4 | 1 | · | 6 | 10 | 3 | CC1CC(C)CN(C(=O)CCNC(=O)Cn2ccc3ccccc3c2=O)C1 (configuration not stated)
26 | -3 | 8 | · | 95 | -6 | 2 | -1 | 6 | -21 | 10 | 3 | Cc1cc(C)nc(SCc2cc(=O)c(OC(=O)c3cc([N+](=O)[O-])ccc3Cl)co2)n1
27 | 1 | -1 | 0.2 | 100 | 10 | -4 | -4 | -10 | -6 | -21 | -11 | O=C(COC(=O)C1CCCC1)Nc1ncc(Cl)cc1Cl
28 | 3 | 5 | -1.5 | · | -4 | -3 | -2 | 4 | -7 | -5 | -3 | CN(C)/C=N/c1sc2c(c1C#N)CC(C)(C)NC2(C)C
29 | 0 | -2 | 0.0 | 100 | -3 | -8 | 6 | 3 | 4 | -11 | -23 | COc1ccc(/C=C/C(=O)c2ccc(NS(=O)(=O)c3ccc(C)cc3)cc2)cc1O
30 | 0 | 0 | -0.8 | 99 | 6 | 5 | 3 | -6 | 12 | -2 | 12 | O=S(=O)(c1ccc(OCc2ccc(Br)cc2)cc1)N1CCOCC1
31 | 2 | 0 | 0.4 | 103 | -3 | -2 | 13 | 3 | 3 | -9 | · | COc1cc2c(cc1OC)CN(C(=O)CN1C(=O)NC3(CCC(C)CC3)C1=O)CC2 (configuration not stated)
32 | -3 | -6 | 2.1 | · | 5 | -2 | -18 | -5 | -8 | -1 | 6 | CC(CNC(=O)CN1C(=O)C(=O)N(C2CCCC2)C1=O)c1ccccc1 (configuration not stated)
33 | -5 | 2 | -0.4 | 100 | 0 | -1 | -8 | 0 | -8 | -5 | 1 | Cc1ccccc1CC(=O)Nc1ccc(S(=O)(=O)N2CCOCC2)cc1
34 | 0 | -8 | 3.7 | 102 | 3 | -7 | 3 | -3 | 26 | 3 | ? | COc1cccc(NC(=O)c2ccc(C(=O)c3ccccc3)o2)c1
35 | · | -1 | -0.8 | 108 | 9 | -8 | 3 | -9 | 14 | -10 | 1 | CC(C)(C)OC(=O)C[C@@H]1C/C=C\C[C@@H](CC(=O)N[C@H](CO)Cc2ccccc2)C(=O)NC[C@H](c2ccccc2)OC1=O
36 | · | -11 | -1.2 | 91 | · | -2 | -9 | · | -13 | -4 | 3 | COc1cc(OC)cc(C(=O)NCC(=O)OCC(=O)Nc2cc(S(C)(=O)=O)ccc2Cl)c1
37 | 6 | -9 | 0.3 | 108 | · | -3 | 6 | · | -7 | -7 | -10 | CCCCCCCCCC(=O)N1CCN(c2cc3c(cc2F)c(=O)c(C(=O)O)cn3CC)CC1
38 | -9 | -2 | -2.8 | 95 | 2 | -9 | 7 | -2 | · | 0 | -1 | NC(=O)CSc1cn(Cc2cccc(F)c2)c2ccccc12
39 | -4 | -4 | 1.1 | 179 | -35 | 8 | -2 | 35 | · | 2 | · | COc1ccc(/C=C(\C#N)c2nc3ccccc3[nH]2)cc1O
40 | -1 | 2 | 0.7 | 104 | -18 | 0 | 13 | 18 | 8 | 12 | -10 | CN1C=CC=C/C1=C1\SC(=S)N(CC(=O)O)C1=O
41 | -3 | -8 | 1.7 | 99 | 8 | -6 | -2 | -8 | -6 | -2 | -17 | CC(C)(CCl)C(=O)Nc1ccnc(-c2ccncc2)n1
42 | · | 1 | 1.7 | 106 | 22 | -9 | -3 | -22 | 4 | 3 | 4 | CC1(C)C(=O)NC(=O)N1Cc1ccccc1
43 | -4 | -6 | -0.4 | 108 | 12 | -8 | -5 | -12 | 286 | -10 | 1 | O=C(NCc1ccccn1)c1cccc(S(=O)(=O)NCc2ccccc2)c1
44 | -4 | -5 | -0.1 | 99 | 15 | -5 | 26 | -15 | 33 | 7 | -4 | CCOC(=O)c1c(OCCO)nn(-c2ccccc2)c1N
45 | · | -1 | 0.1 | 101 | 1 | 3 | 5 | -1 | 151 | 6 | 11 | CN(C)c1ccc(/C=N/N(CCC#N)C2=NS(=O)(=O)c3ccccc32)cc1
46 | 3 | -5 | -0.3 | 110 | 5 | -8 | 2 | -5 | 0 | 8 | · | O=C(Nc1scc(-c2ccc(Br)cc2)c1C(=O)O)c1ccccc1F
47 | -3 | 0 | 0.4 | 117 | -4 | -6 | -3 | 4 | -5 | 7 | 1 | COc1ccc(CN2C3CCCC2CC(NC(=O)c2cccc(F)c2)C3)cc1 (configuration not stated)
48 | -1 | -2 | -0.7 | 98 | -6 | -5 | -1 | 6 | · | -1 | -1 | Cc1ccc(C(=O)n2ncn(C)c2=S)cc1
49 | 4 | 0 | 0.1 | · | 4 | -6 | -2 | -4 | -8 | -11 | 11 | CCN(CC)CCNCc1ccc(OCc2ccc(Cl)nc2)c(OC)c1
50 | 0 | -4 | 0.4 | 108 | -16 | 3 | 22 | 16 | 2 | -7 | -4 | COP(=O)(OC)C(Nc1ccc(C)cc1)c1ccc([N+](=O)[O-])cc1 (configuration not stated)
51 | 3 | -9 | -0.3 | 105 | -2 | -12 | 5 | 2 | 4 | 3 | 1 | O=C(NC1CCSC1=O)c1cccc(C(=O)NC2CCSC2=O)c1 (configuration not stated)
